From PubChem BioAssay
OX1R antag – OX1R (HCRTR1) antagonists, primary screen, fluorescence, CHO/OX1R cells, Fluo-8 calcium, orexin A; actives 0.43% (n = 330,000); inhibition, % at 5 µM; Fluo-8 calcium fluorescence; AID 434989, 2010;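 active means inhibition above its plate's threshold, mean inhibition of all tested compounds on the plate plus 3 SD, cut at about 37% in these data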;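 further: 0% = orexin A challenge wells and 100% = SB-334867-A antagonist wells; not every result past the cut was called active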
Target sequence (O43613 whole entry, looked up): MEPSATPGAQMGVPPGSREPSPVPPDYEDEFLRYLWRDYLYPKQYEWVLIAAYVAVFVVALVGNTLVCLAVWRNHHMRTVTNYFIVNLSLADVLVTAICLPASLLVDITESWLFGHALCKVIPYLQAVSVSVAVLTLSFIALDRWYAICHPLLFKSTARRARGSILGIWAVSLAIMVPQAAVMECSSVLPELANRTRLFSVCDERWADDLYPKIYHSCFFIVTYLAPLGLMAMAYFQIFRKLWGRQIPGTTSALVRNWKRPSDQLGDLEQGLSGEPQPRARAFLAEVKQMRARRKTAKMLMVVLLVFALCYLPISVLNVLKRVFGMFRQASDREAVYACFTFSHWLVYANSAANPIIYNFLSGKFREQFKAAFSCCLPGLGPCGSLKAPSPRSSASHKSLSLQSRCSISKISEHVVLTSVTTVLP
CHT PAM – CHT positive allosteric modulators, primary screen, cell-based, membrane potential dye, choline EC20; AID 488977, 2010; High affinity choline transporter 1 (Homo sapiens), Q9GZV3; CHT-expressing cells; hits give high values; LV-AA mutant CHT in HEK293 cells; actives 0.49% (n = 310,000); B-score at 10 µM;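 active means initial fluorescence not abnormally high and integrated response B-score, plate-corrected, over 3 SD above library mean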
Target sequence (Q9GZV3 whole entry, looked up): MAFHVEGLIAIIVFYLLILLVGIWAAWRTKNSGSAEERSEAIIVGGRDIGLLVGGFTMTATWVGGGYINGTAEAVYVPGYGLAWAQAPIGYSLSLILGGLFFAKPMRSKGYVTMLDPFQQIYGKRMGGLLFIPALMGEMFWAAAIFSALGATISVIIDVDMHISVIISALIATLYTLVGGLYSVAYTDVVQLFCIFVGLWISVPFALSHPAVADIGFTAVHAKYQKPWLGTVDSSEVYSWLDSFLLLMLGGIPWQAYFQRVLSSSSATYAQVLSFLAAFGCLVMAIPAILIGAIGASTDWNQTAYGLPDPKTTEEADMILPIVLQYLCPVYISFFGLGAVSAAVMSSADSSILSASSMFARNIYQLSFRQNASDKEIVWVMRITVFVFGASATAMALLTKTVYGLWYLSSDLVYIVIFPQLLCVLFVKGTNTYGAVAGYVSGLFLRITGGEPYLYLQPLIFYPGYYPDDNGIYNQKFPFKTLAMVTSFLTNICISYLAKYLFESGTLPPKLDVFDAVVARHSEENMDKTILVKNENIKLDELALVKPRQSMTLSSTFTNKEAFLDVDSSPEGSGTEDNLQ
Starred values were filed as active, the others as inactive; i = inactive; . = no result given.

Compound | OX1R antag | CHT PAM
COc1ccc(N2C(=O)C(=O)/C(=C(/O)c3ccc(C)cc3)C2c2cccnc2)cc1 (stereo not drawn) | -1.0 | i
CC(C)Cc1ccc(C2=CSC3=NCCN23)cc1 | -10.5 | i
CCCNC(=O)C(Cc1ccc(C(F)(F)F)cc1)NC(=O)c1ccc2ccccc2n1 (stereo not drawn) | -43.5 | .
Cc1ccc(N/N=C2\COC(C)(C)CC2=O)cc1 | -18.0 | i
CN1CCN(NC(=O)c2cccc3ccccc23)CC1 | -5.0 | i
CSC1=NCCN1C(=O)Cc1ccc(F)cc1 | -5.1 | i
CCN(CC)CCNc1ncnc2c1sc1nc(N3CCOCC3)c3c(c12)CC(C)(C)SC3 | 4.1 | i
CCOc1ccc(-n2cc(C(=O)N3CCCCCC3)c3cc(OC)c(OC)cc3c2=O)cc1 | -27.4 | i
CSCCCNC(=S)N(C)CC(=O)Nc1ccc(C)cc1 | -17.1 | i
COc1ccc(C(CC(=O)O)NC(C)=O)cc1OC (stereo not drawn) | -19.3 | i
Cc1csc(NC(=O)CSc2nncs2)n1 | 2.3 | i
CCOC(=O)CSC1=Nc2ccccc2C2=NC(CC(=O)NCc3ccccc3)C(=O)N12 (stereo not drawn) | -14.2 | i
CCCNC(=O)COc1coc(CN2CCN(c3cccc(Cl)c3)CC2)cc1=O | -14.2 | i
CN(C)S(=O)(=O)c1ccc2c(c1)c(=O)c(C(=O)N1CCOCC1)cn2C | -1.3 | i
COc1ccc(N(CC(=O)N/N=C/c2cccc(OC)c2OC)S(=O)(=O)c2ccccc2)cc1 | -17.3 | i
CCOC(=O)c1cn(CC)c2cc(N3CCSCC3)c(F)cc2c1=O | -13.9 | i
Cc1ccc(Oc2nc3c(c(=O)n(C)c(=O)n3C)n2C)cc1C | -22.4 | i
CC(=O)Nc1sc2c(c1C(c1ccncc1)N1CCOCC1)CCCC2 (stereo not drawn) | -18.7 | i
CN1CCN(CCNC(=O)Nc2ccccc2C(F)(F)F)CC1 | -8.8 | i
COc1cc(C(=O)Oc2ccc(Br)cc2C(=S)N2CCOCC2)cc(OC)c1OC | -34.0 | i
C[C@H](CO)N1C[C@H](C)[C@@H](CN(C)C(=O)Nc2ccc3c(c2)OCO3)Oc2ccc(NS(=O)(=O)c3ccccc3)cc2C1=O | -0.3 | .
N#C/C(C(=O)NCc1ccccc1)=C1/N=C(NC(=O)c2ccco2)c2ccccc21 | -12.7 | i
CC(=O)c1ccc(OC(=O)c2ccc(-n3nc(C)cc3C)cc2)cc1 | -16.7 | i
CCCCN(C(=O)C(C)Oc1ccc(Cl)cc1)c1c(N)n(CCCC)c(=O)[nH]c1=O (stereo not drawn) | -20.3 | i
CCCCn1c(N)c(N(CC(C)C)C(=O)C2CCN(S(=O)(=O)c3ccc(C)c(C)c3)CC2)c(=O)[nH]c1=O | -8.7 | i
Cn1c(N)c(C(=O)COC(=O)/C=C/c2ccc(OC(F)F)cc2)c(=O)n(C)c1=O | 0.8 | i
O=C(O)c1ccc2c(c1)N(Cc1ccc(F)cc1)C(=O)c1ccccc1S2 | -12.4 | i
CCOC(=O)CN1C(=O)N[C@@H](c2ccco2)C(C(=O)OC)=C1C | 5.3 | i
Cc1nn(CC(=O)NCC(C)c2ccccc2)c(=O)c2cc(-c3ccccc3)nn12 (stereo not drawn) | -15.1 | i
CCOC(=O)c1cccc(NC(=O)c2cc3sccc3n2C)c1 | -18.8 | i
Cc1ccc2cccc(Oc3nnnn3-c3ccccc3)c2n1 | -26.9 | i
O=C(COc1cccc(NC(=O)c2ccco2)c1)c1ccccc1 | -21.9 | i
CCOc1c2ccc(C(=O)NCCCCc3ccccc3)cc2nn1C | -10.3 | i
COc1ccc(C(=O)Nc2nnc(C(F)(F)F)s2)cc1 | 3.6 | i
Cc1ccccc1NC(=O)CSc1nc2c(c(-c3ccco3)c1C#N)CCCC2 | -5.9 | i
CC(=O)c1c(OC(=O)c2ccccc2)ccnc1C(F)(F)F | -14.8 | .
COc1ccc(NC(=O)C(CC(C)C)NC(=O)c2ccccc2C)cn1 (stereo not drawn) | -24.4 | i
CC(C)(C)NC(=O)C(c1ccccc1)N(Cc1ccco1)C(=O)c1csnn1 (stereo not drawn) | -7.1 | i
CCCCNC(=O)c1cc(C)nn1-c1ccccc1 | -0.6 | i
O=C1C(=O)N(Cc2cccnc2)C(c2ccc(Br)cc2)/C1=C(\O)c1ccc2c(c1)OCCO2 (stereo not drawn) | -7.6 | i
CCOC(=O)C1=CN(Cc2cccc(F)c2)S(=O)(=O)NC1c1ccccc1 (stereo not drawn) | -5.3 | .
Cc1ccc(-n2nnc3c(=O)n(Cc4ccccn4)cnc32)cc1C | -18.1 | i
CSc1cccc(NC(=O)CCCOc2ccc(Cl)cc2Cl)c1 | -12.3 | i
COc1ccc(-c2ccc(N)[n+](CCCC(=O)O)n2)cc1 | -3.7 | i
CC1CC(C)(C)NC(=S)N1CCC(=O)Nc1ccc2c(c1)OCCO2 (stereo not drawn) | -22.3 | i
CC(=O)NC(CCS(C)(=O)=O)C(=O)Nc1ccc2c(c1)OCCO2 (stereo not drawn) | -8.7 | i
O=C(CNC1CCCCCC1)Nc1ccccc1N1CCCCC1 | -39.1 | i
COc1cc2c(cc1OC)C(C)N(C(=O)c1cc3n(n1)C(C(F)(F)F)CC(c1ccco1)N3)CC2 (stereo not drawn) | -15.9 | i
COc1cccc(CNC(=O)CN2CCC(c3nc4ccc(C)cc4[nH]3)CC2)c1 | -15.2 | i
CC1CCc2cc(F)ccc2N1C(=O)CN1C(=O)c2ccccc2C1=O (stereo not drawn) | -36.4 | i
COc1ccc(-n2ncc3c(=O)n(Cc4c(F)cccc4Cl)cnc32)cc1 | -22.4 | i
CCCCCC(=O)NC(=S)Nc1ccc(Br)cc1C | -31.5 | i
FC(F)Oc1ccc(-c2c[n+]3c(n2-c2ccccc2)CCCCC3)cc1 | -13.4 | i
O=C(NC(=S)Nc1cccc(Cl)c1N1CCCCC1)c1cccs1 | -36.1 | i
COC(=O)c1cc(Cl)c(NC(=O)c2cc(OC)c(OC)c(OC)c2)cc1OC | -1.8 | i
O=C1N=c2ccccc2=C1c1sc(NS(=O)(=O)Cc2ccccc2)nc1O | -13.3 | i
COc1ccc(Nc2ccc3c(c2)=NC2(CCCCC2)[N+]=3[O-])cc1 | -30.2 | 7.19*
CCN(C(=O)CN1CCN(c2ccccc2OC)CC1)c1c(N)n(Cc2ccccc2)c(=O)[nH]c1=O | -9.9 | i
O=C(COC(=O)C1CC2CCCC(C1)C2=O)NNC(=O)c1ccccc1Br (stereo not drawn) | -5.6 | .
CSc1ccc(/C=N/N2CCN(Cc3ccccc3)CC2)cc1 | -22.4 | i

(continued)
Compound | OX1R antag | CHT PAM
CC1CN(C(=O)COC(=O)c2cc(Cl)ccc2Cl)CC(C)O1 (stereo not drawn) | -15.8 | i
COc1cccc(Nc2c(F)c(OC)c(F)c(F)c2C(=O)O)c1 | -10.3 | i
CC(C)(C)NC(=O)CN(C(=O)c1csnn1)c1ccccc1-c1ccccc1 | 27.4 | i
CCOC(=O)C1=C(CN2CCN(CCC#N)CC2)NC(=O)NC1c1ccc2c(c1)OCO2 (stereo not drawn) | -19.5 | i
CCOc1ccc(/C=C2/Sc3ccc(C(=O)N4CCN(C(=O)c5ccco5)CC4)cc3N(C)C2=O)cc1OC | -26.1 | i
C=CCn1c(SCC(=O)O)nnc1-c1ccccc1 | -8.4 | i
COc1ccc(-c2nc(C#N)c(NCC3CCCO3)o2)cc1 (stereo not drawn) | -28.5 | i
COc1ccc(OC)c(C2CC(=O)C(C)C(c3cc(OC)ccc3OC)N2)c1 (stereo not drawn) | -29.3 | i
Cc1ccccc1C(=O)Nc1ccc(Cl)cn1 | 0.0 | i
CC(C)(C)N1C(=O)[C@H]2[C@@H](c3ccc(Br)cc3)N3C(=O)N(c4ccccc4)C(=O)[C@@]3(C)[C@H]2C1=O | -34.8 | i
COc1cccc(CNC(=O)CN(C)S(=O)(=O)c2ccc3c(c2)n(C)c(=O)c(=O)n3C)c1 | -8.1 | i
Cc1nc2ccc(C(=O)N(C)CC3CCCN(CCc4ccc(Cl)cc4)C3)cc2[nH]1 (stereo not drawn) | -11.8 | i
CC1(C)CC(c2csc(N)n2)CCO1 (stereo not drawn) | -6.9 | i
S=c1nc(SCc2ccccc2)[nH]c2ccccc12 | -11.2 | i
COc1ccc(C)cc1NC(=O)NCCCCc1ccccc1 | -17.4 | i

Record cards, from the list above. Values in the order: OX1R antag | CHT PAM
`CC1(C)CC(c2csc(N)n2)CCO1` (stereo not drawn) as listed: -6.9 | i
`COc1cccc(CNC(=O)CN(C)S(=O)(=O)c2ccc3c(c2)n(C)c(=O)c(=O)n3C)c1` as listed: -8.1 | i
`COc1ccc(-c2nc(C#N)c(NCC3CCCO3)o2)cc1` (stereo not drawn) as listed: -28.5 | i

Ordered by value in OX1R antag (falling): 6 from the list above
compound,OX1R antag
Cc1ccccc1C(=O)Nc1ccc(Cl)cn1,0.0
Cc1nc2ccc(C(=O)N(C)CC3CCCN(CCc4ccc(Cl)cc4)C3)cc2[nH]1 (stereo not drawn),-11.8
COc1ccc(C)cc1NC(=O)NCCCCc1ccccc1,-17.4
CCOc1ccc(/C=C2/Sc3ccc(C(=O)N4CCN(C(=O)c5ccco5)CC4)cc3N(C)C2=O)cc1OC,-26.1
COc1ccc(OC)c(C2CC(=O)C(C)C(c3cc(OC)ccc3OC)N2)c1 (stereo not drawn),-29.3
CC(C)(C)N1C(=O)[C@H]2[C@@H](c3ccc(Br)cc3)N3C(=O)N(c4ccccc4)C(=O)[C@@]3(C)[C@H]2C1=O,-34.8

New compounds follow
Compound | OX1R antag | CHT PAM
O=C(CCCN1C(=O)c2cccc3cccc(c23)C1=O)N1CCN(c2ccccc2)CC1 | -22.6 | i
COc1ccc(CCn2c(=N)c(C(=O)NCCN3CCOCC3)cc3c(=O)n4cccc(C)c4nc32)cc1OC | -3.9 | i
CCOC(=O)N1CCN(C(=O)c2cc(COc3ccc(Cl)cc3OC)on2)CC1 | -15.8 | i
C=CCN=C1CC(C)(C)CC(=O)/C1=C(\O)CCCN1C(=O)c2ccccc2C1=O | -10.9 | i
O=C(Nn1cnc2ccccc2c1=O)c1cccc(Cl)c1 | -14.6 | i
O=c1c2ccccc2nnn1CSc1nnc(-c2cccc(S(=O)(=O)N3CCCCC3)c2)o1 | -18.5 | i
COC(=O)c1ccccc1NC(=O)c1c(Br)cnn1C | -10.6 | i
CC(=O)c1cccc(NC(=O)COc2ccc3oc(=O)cc(C)c3c2)c1 | -15.0 | i
O=C(COC(=O)c1cc(S(=O)(=O)N2CCOCC2)ccc1F)Nc1ccc2c(c1)OCO2 | -12.3 | .
O=C1/C(=C/c2ccccn2)SC(=S)N1NS(=O)(=O)c1ccccc1 | -16.1 | i
CCOC(=O)CC1=C(C(=O)OCC)C(c2cc(OC)c(OC)cc2OC)C(C#N)=C(N)O1 (stereo not drawn) | -16.3 | i
COc1cc(CNCCCN2CCOCC2)c(Br)cc1OCC(=O)Nc1ccccc1C | -18.4 | i
CNC(=O)/C(C#N)=C/c1c(N(Cc2ccccc2)Cc2ccccc2)nc2c(C)cccn2c1=O | -15.5 | i
CCN(CC)S(=O)(=O)c1ccc(F)cc1 | 11.6 | i
COCCn1c(SCC(=O)Nc2cc(Cl)ccc2OC)nc2c(c1=O)SC(C)C2 (stereo not drawn) | -39.0 | i
CCOc1cc(CNc2ccccc2SC)ccc1O | -2.0 | i
CCCn1c(/C=C/c2ccccc2)nc2ccccc21 | -34.1 | i
CCn1c2ccc(F)cc2c2nnc(SCCN3CCOCC3)nc21 | -23.7 | i
Cn1c(CNC(=O)c2ccco2)nnc1SCC(=O)c1ccc(F)cc1 | -11.5 | i
C=CC(C)(C)c1[nH]cnc1/C=C1\NC(=O)C(C(C)C)NC1=O (stereo not drawn) | -9.2 | i
CCN(CC)c1ccc(/C=N/N2CCN(Cc3ccccc3)CC2)c(O)c1 | -51.9 | i
O=c1c(-c2ccc(Cl)cc2)[n+]([O-])c2ccccc2n1OCc1nc2ccccc2[nH]1 | -23.9 | i
N#Cc1ccc(CSc2ccccn2)c(Cl)c1 | -8.6 | i
CC(=NCCCN(C)C)C1=C(O)c2ccccc2C1=O | -11.2 | i
O=C(Cn1cc(C(F)(F)F)cc(Cl)c1=O)NCc1ccc(Cl)cc1 | -15.9 | i
COc1ccc(OC(C)=O)c(C2c3cc(OC)c(OC)cc3CCN2C(C)=O)c1 (stereo not drawn) | -15.8 | i
Cc1nc(=O)c(-c2ccccc2)c(C)n1-c1ccccc1C(=O)O | -0.5 | i
CC(CCc1ccccc1)NC(=S)NC(=O)c1ccco1 (stereo not drawn) | -13.6 | i
CCc1ccc(OCC(=O)N2CCN=C2c2ccccc2)cc1 | -31.9 | i
Cc1[nH]c(=O)[nH]c(=O)c1S(=O)(=O)N1CCCC(C(=O)NCc2ccco2)C1 (stereo not drawn) | 7.9 | i

Three compounds out of the list, arranged by molar mass, ascending:
Compound | OX1R antag | CHT PAM
N#Cc1ccc(CSc2ccccn2)c(Cl)c1 | -8.6 | i
CCCn1c(/C=C/c2ccccc2)nc2ccccc21 | -34.1 | i
Cc1[nH]c(=O)[nH]c(=O)c1S(=O)(=O)N1CCCC(C(=O)NCc2ccco2)C1 (stereo not drawn) | 7.9 | i

Other structures follow.
Compound | OX1R antag | CHT PAM
CC1=NN(c2ccc(C(F)(F)F)cn2)C(=O)C1 | -7.9 | i
CCOC(=O)C1=NN(C(C)=O)C2(CC(=O)N(c3cccc(C)c3)C2=O)C1 (stereo not drawn) | -16.7 | i
COC(=O)c1ccc(NC(=O)C2CCN(C(=O)Nc3ccccc3)CC2)cc1 | -3.5 | .
CCOC(=O)/C(C#N)=C1/C=C(C)NC(c2ccccc2O)=N1 | 24.7 | i
CC(C)(C)c1ccc(OC2=CS(=O)(=O)c3ccccc32)cc1 | -22.0 | i
O=C(CSc1ccc(Cl)cc1)Nc1cccc(-c2nc3ncccc3o2)c1 | -22.8 | i
Cc1ccc(C(=O)Nc2ccccc2N2CCCC2)cc1S(=O)(=O)N1CCOCC1 | -19.9 | .
